Screening results from PubChem BioAssay.
p53ts 39C kill: qHTS Screen for Compounds that Selectively Target Cancer Cells with p53 Mutations: Cytotoxicity of p53ts Cells at the Nonpermissive Temperature. H1299-p53A138V viability at 39C, ATP luminescence, 24 h. Potency, µM (highest dose often 46.1 µM), without a hit: at the top dose activity change, negative = cell killing, most hits filed as cytotoxic. 130,000 tested, 1.5% active. AID 902, 2007; also: nearly all actives have a fitted effect of over 55% in size
Peg3 imprint: qHTS Assay for Compounds that Induce Erasure of Genomic Imprints; mouse ES Peg3-LacZ reporter, beta-gal luminescence, 40 h; Potency, µM (doses to about 60.7 µM), without a hit: at the highest dose activity change, positive = activation, most hits filed as activators; 110,000 tested, 0.02% active; AID 1948, 2009;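 also: 0% = negative control wells on the plate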
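Each well holds 300 Peg3LacZ-Neo (maternal) female ES cells incubated 40 h at 37C, 5% CO2. LacZ is measured by BetaGlo luminescence, with AC50 and maximum efficacy derived from dose-response curves.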
p53ts 32C kill: qHTS Screen for Compounds that Selectively Target Cancer Cells with p53 Mutations: Cytotoxicity of p53ts Cells at the Permissive Temperature; Potency, µM (titrated, usually from 46.1 µM), inactives show top-dose activity change, negative = cytotoxicity, actives largely listed as cytotoxic; 130,000 tested, 0.93% active; H1299-p53A138V at 32C, ATP luminescence viability, 24 h;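 also: 0% = DMSO and -100% = full killing by reference compound; nearly all actives have a fitted effect of over 55% in size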
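Cells: H1299 p53ts (A138V), 600/well, pre-incubated 16–30 h at 37C. Cpd up to 46 uM, 24 h, 32C. Readout: ATPlite luminescence, 20 min RT. Normalization: DMSO vs tamoxifen 100 uM. AC50 by Hill equation.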
IkB signaling: IkB Signaling; AID 445, 2006; Potency, µM (doses to about 57.1 µM), without a hit: top-dose IkBa stabilization activation; ABC-DLBCL IkBa-CBG/CBR dual luciferase ratio, 4 h; response scale: scaled: untreated 0%, proteasome inhibitor 100%; 110,000 tested, 0.04% active; active = well fitted curve in the direction sought with a large enough effect in the signal ratio, not every such curve was filed as active; inconclusive = small, poorly fitted or top-dose-only effect, or a change in a side signal; the % refers to the signal ratio;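 also: the direction sought is a rising ratio; 0% = basal untreated cells and 100% = reference inhibitor full response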
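Luminescence ratio of IκBα-fused green versus native red beetle luciferase in OCI-Ly3 cells, 4 h post-doxycycline with compound; red signal alone, scaled from basal (0%) to zero light (-100%), flagged nonspecific or cytotoxic effects.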
Numbers without * were called inactive; u = inconclusive; x = no result given; & = joins results of further samples; [ ] = dose if it differs, or a comment. Unless noted, calls follow the shape of the dose curve; as a rule, active = well fitted curve in the direction sought with a large enough effect; inconclusive = small, poorly fitted or top-dose-only effect, or another doubt; inactive = no such curve, though single readings can be large; an effect the other way counts as inactive or inconclusive. Unless noted, % is scaled to controls: 0 for no effect and ±100 for the full control effect; potency is read from the fitted curve at half-maximal effect.

1: CCc1ccc(NC(=O)CSc2nc(C)cc(COC)c2C#N)cc1
2: COc1ccc(C(=O)CSc2nnc(C(CO)NC(=O)c3ccc(OC)cc3)n2C)cc1 (stereo unspecified)
3: CCCn1c(NCc2ccco2)nc2ccccc21
4: Cc1onc(-c2ccc(Br)cc2)c1C(=O)Nc1ccc(Br)cc1F
5: CCc1ccccc1NC(=O)CSc1nc2n[nH]c(C)c2c(=N)n1-c1cccc(OC)c1
6: Cc1cccc(C(c2sc3nc(-c4ccco4)nn3c2O)N2CCN(c3ccccc3F)CC2)c1 (stereo unspecified)
7: Cc1ccc(-n2ncc(C(=O)NCc3cccs3)c2C2CCN(C(=O)OC(C)(C)C)CC2)cc1
8: Cn1c(-c2nonc2NC(=O)c2ccc(C(C)(C)C)cc2)nc2ccccc21
9: CCOCc1cc(C2NC(=O)NC(C)=C2C(=O)OCC)ccc1OC (stereo unspecified)
10: COc1cccc(CNC(=O)CSc2nc3ccccc3nc2Cc2ccccc2)c1
compound no. | 1 | 2 | 3 | 4 | 5 | 6 | 7 | 8 | 9 | 10
p53ts 39C kill | 28.1% | 10.5% | -1.9% | -2.0% | -19.1% | -0.5% | -1.2% | 5.9% | 9.3% | 2.9%
Peg3 imprint | -11.2%[10.9 µM] | -7.5% | -1.0% | -13.7%[10.9 µM] | x | -4.8%[10.9 µM] | -10.2%[10.9 µM] | -4.4% | -14.1% | -5.5%[10.9 µM]
p53ts 32C kill | 4.3% | 4.5% | 1.1% | -9.1% | 4.3% | 5.5% | -8.9% | 4.1% | 16.4% | -8.6%
IkB signaling | -1.7% | -2.8% | 2.6% | -0.8% | x | u | u | 0.1% | -0.9% | -1.1%

From entry 9 as far as 10, as listed above:
9: CCOCc1cc(C2NC(=O)NC(C)=C2C(=O)OCC)ccc1OC (stereo unspecified)
10: COc1cccc(CNC(=O)CSc2nc3ccccc3nc2Cc2ccccc2)c1
compound no. | 9 | 10
p53ts 39C kill | 9.3% | 2.9%
Peg3 imprint | -14.1% | -5.5%[10.9 µM]
p53ts 32C kill | 16.4% | -8.6%
IkB signaling | -0.9% | -1.1%

The main list resumes with the 2 entries that preceded the break.
9: CCOCc1cc(C2NC(=O)NC(C)=C2C(=O)OCC)ccc1OC (stereo unspecified)
10: COc1cccc(CNC(=O)CSc2nc3ccccc3nc2Cc2ccccc2)c1
11: CCOc1ccc(N2CC(C(=O)NCCc3ccc(OC)c(OC)c3)CC2=O)cc1 (stereo unspecified)
12: O=C(CCc1ccccc1)Nc1nc2n(n1)C(c1ccc(Cl)cc1)CC(=O)N2 (stereo unspecified)
13: COc1ccc(-c2onc(C)c2C)cc1S(=O)(=O)N1CCN(c2ccc(Cl)cc2)CC1
14: COc1cc(C(=O)NCC(c2cccnc2)N2CCN(c3ccccc3)CC2)cc(OC)c1OC (stereo unspecified)
15: O=c1[nH]c(/C(=N\O)c2ccccc2)no1
16: CCc1ccc(NC(=O)C(CC)n2c(=O)c(C(F)(F)F)nc3ccccc32)cc1 (stereo unspecified)
17: COc1cccc(C(=O)N(CN2CCCC2=O)c2cc(C)on2)c1
18: CCOc1ccc(CCNC(=O)Cn2nc(CC)n3c(cc4ccccc43)c2=O)cc1
19: Cc1cc(C)c2c(CC(=O)Nc3ccc(S(=O)(=O)Nc4nc(C)cc(C)n4)cc3)coc2c1
20: Cc1ccn2c(=O)c(C(=O)NCCCN3CCCCC3C)c(O)nc2c1 (stereo unspecified)
compound no. | 9 | 10 | 11 | 12 | 13 | 14 | 15 | 16 | 17 | 18 | 19 | 20
p53ts 39C kill | 9.3% | 2.9% | -9.3% | 7.5% | -13.3% | 17.4% | -2.0% | 7.6% | -7.0% | -9.0% | 0.4% | 18.1%
Peg3 imprint | -14.1% | -5.5%[10.9 µM] | 1.1% | -3.8% | 16.0%[10.9 µM] | -12.8% | x | -4.2%[10.9 µM] | -5.1% | 4.3%[10.9 µM] | 6.6%[10.9 µM] | -7.9%[10.9 µM]
p53ts 32C kill | 16.4% | -8.6% | -1.2% | 2.2% | -7.6% | 1.5% | 1.9% | 2.5% | -4.7% | 0.3% | 11.5% | 2.5%
IkB signaling | -0.9% | -1.1% | -0.3% | 2.8% | 0.3% | 2.4% | x | u | 0.7% | 0.6% | -0.9% | 1.3%

21: COc1ccc(C2C3=C(CCCC3=O)Nc3nc4ccccc4n32)cc1OC (stereo unspecified)
22: COc1ccc(-c2nnnn2-c2ccccc2OC)cc1
23: CN(C)S(=O)(=O)c1ccc(C(=O)NCCSc2c(-c3ccc(Cl)cc3)[nH]c3ccccc23)cc1
24: Cc1cccc2cc(C#N)c(NCCNS(=O)(=O)c3ccc4c(c3)OCCO4)nc12
25: Cc1cccc(N2CCN(S(=O)(=O)c3ccc(F)c(C(=O)Nc4ccc(C(C)C)cc4)c3)CC2)c1C
26: CCCCNC(=O)Nc1cnn(CC)c1C(N)=O
27: Cc1cnc(C(=O)OCC(=O)Nc2ccc(Cl)cc2)cn1
28: Cn1c(=O)oc2cc(S(=O)(=O)Nc3cccc(C(=O)O)c3)ccc21
29: Cn1c(-c2ccc(C(C)(C)C)cc2)n[nH]c1=S
30: Cc1ccc(C)c(N(C(=O)Cn2nnc(-c3cccs3)n2)C(C(=O)NC2CC2)c2ccc(C)o2)c1 (stereo unspecified)
compound no. | 21 | 22 | 23 | 24 | 25 | 26 | 27 | 28 | 29 | 30
p53ts 39C kill | 4.5% | 20.8% | -27.9% | -19.9% | -19.7% | -4.3% | -1.2% | 4.9% | -22.7% | -1.4%
Peg3 imprint | 11.4% | -25.6% | -10.2%[10.9 µM] | -22.5% | -18.4%[10.9 µM] | -13.4% | 1.2% | x | -37.2%[inhibitor] | -2.1%
p53ts 32C kill | 4.0% | 22.3% | 11.2% | 7.1% | 10.3% | -5.8% | -17.3% | -6.3% | -24.7% | -1.2%
IkB signaling | 1.2% | 2.0% | u | u | u | -0.2% | 1.9% | 0.5% | 0.1% | 6.3%

An excerpt from above in order of SMILES length, largest number first.
23: CN(C)S(=O)(=O)c1ccc(C(=O)NCCSc2c(-c3ccc(Cl)cc3)[nH]c3ccccc23)cc1
21: COc1ccc(C2C3=C(CCCC3=O)Nc3nc4ccccc4n32)cc1OC (stereo unspecified)
29: Cn1c(-c2ccc(C(C)(C)C)cc2)n[nH]c1=S
26: CCCCNC(=O)Nc1cnn(CC)c1C(N)=O
compound no. | 23 | 21 | 29 | 26
p53ts 39C kill | -27.9% | 4.5% | -22.7% | -4.3%
Peg3 imprint | -10.2%[10.9 µM] | 11.4% | -37.2%[inhibitor] | -13.4%
p53ts 32C kill | 11.2% | 4.0% | -24.7% | -5.8%
IkB signaling | u | 1.2% | 0.1% | -0.2%

Remaining list, next part
31: CC1=C(C(=O)OC2CCCCC2)C(c2ccco2)n2ncnc2N1 (stereo unspecified)
32: COc1ccc(C)cc1NC(=O)NCCn1nnc2cc(S(=O)(=O)N(C)C)ccc21
33: CN(C)c1nc(Oc2ccc(/C=N/O)cc2)nc(N(C)C)n1
34: N#Cc1nc(-c2ccccc2Cl)oc1N1CCOCC1
35: Cc1ccccc1CNCCSc1nnnn1-c1ccccc1
36: COc1ccc(/C=N/c2nc3ccccc3n2C)cc1OC
37: Cc1cc(S(=O)(=O)C(CNC(=O)c2ccc(F)c(F)c2)c2cccs2)ccc1F (stereo unspecified)
38: COC(=O)C1CCCN1C(C(=O)NC1CCCCC1)c1ccc(Cl)cc1 (stereo unspecified)
39: Cc1ccc(C)c2c(SC(C)C(=O)NCc3ccco3)nc(-c3ccccc3)nc12 (stereo unspecified)
40: Cc1cc(=O)oc2cc(OCC(=O)N3CCCC(C)C3)ccc12 (stereo unspecified)
compound no. | 31 | 32 | 33 | 34 | 35 | 36 | 37 | 38 | 39 | 40
p53ts 39C kill | 20.2% | -18.2% | -3.1% | -2.1% | -0.1% | 2.3% | -16.3% | -6.1% | 8.8% | -13.1%
Peg3 imprint | -15.6% | -14.5%[10.9 µM] | -15.5% | -5.1% | -5.0%[10.9 µM] | -4.4% | 2.6%[10.9 µM] | -17.0% | x | -2.1%
p53ts 32C kill | 19.2% | 2.4% | 5.7% | -6.5% | 6.0% | 1.6% | -0.4% | 5.4% | 0.9% | -3.2%
IkB signaling | 1.6% | -0.1% | 0.4% | -2.3% | u | -1.5% | u | 2.1% | x | 0.1%

41: O=S(=O)(c1ccccc1)c1nnn2c1nc(NC1CCCCCC1)c1sccc12
42: Cc1cnc(C(=O)OCC(=O)N2CCc3ccccc3C2)cn1
43: CCOCCCNC(=O)c1cnc2sc(N3CCCCCC3)nn2c1=O
44: Cn1c(=O)c2c(SCC(N)=O)nc(CC(C)(C)C)nc2n(C)c1=O
45: COc1ccc(-n2c(=O)c3ccccc3n(CC(=O)Nc3cc(C)on3)c2=O)cc1OC
46: CCCC(=O)N1CCc2cc(-c3nc(N)sc3C)ccc21
47: Cc1c(C(=O)N(Cc2ccccc2F)C2CCS(=O)(=O)C2)oc2ccc(F)cc12 (stereo unspecified)
48: CCC(C(=O)O)n1c(C(F)(F)F)nc2ccccc21 (stereo unspecified)
49: COCCSc1nnc(NC(=O)Cc2cccs2)s1
50: CCOc1ccccc1-c1noc(CSc2nnc(-c3ccccc3)n2-c2ccc(F)cc2)n1
compound no. | 41 | 42 | 43 | 44 | 45 | 46 | 47 | 48 | 49 | 50
p53ts 39C kill | 11.1% | -1.5% | -18.7% | 2.1% | -6.9% | -25.2% | 9.7% | 3.6% | 6.1% | -10.1%
Peg3 imprint | -5.3%[10.9 µM] | 4.7% | 6.6%[10.9 µM] | -26.9% | -1.5% | -21.9% | 16.6%[10.9 µM] | -11.1% | -5.1% | -7.1%[10.9 µM]
p53ts 32C kill | 6.2% | -2.3% | 1.0% | -4.9% | 10.1% | -11.5% | 13.0% | 6.9% | 0.2% | 17.8%
IkB signaling | -2.3% | 0.1% | -2.2% | -1.3% | -2.7% | -2.8% | -0.9% | 0.4% | -0.9% | -0.3%

51: CN(C)CCN(Cc1ccco1)C(=O)c1oc2ccccc2c1NC(=O)c1ccccc1
52: Cc1ccc(Cc2c(C)nc3nc(SCC(=O)NC4CCC(C)CC4)nn3c2C)cc1 (stereo unspecified)
53: Cc1ccc(C)c(NC(=O)c2ccc3c(c2)N(Cc2ccc(F)cc2)C(=O)CS3=O)c1 (stereo unspecified)
54: CCOC(=O)C1=C(C)OC(N)=C(C#N)C1c1cc(OC)c2c(c1)OCO2 (stereo unspecified)
55: NC(=O)C1(N2CCCCC2)CCN(C2CC(=O)NC2=O)CC1 (stereo unspecified)
56: O=C(CCCn1c(=O)[nH]c2ccsc2c1=O)N1CCN(c2ccc(Cl)cc2)CC1
57: CCC(=O)Nc1nc(-c2ccccc2)ns1
58: Cc1cc(C)c2c(n1)SCC(=O)N2CC(=O)Nc1ccccc1C
59: COC(=O)c1sc(NC(=O)c2csc3c2CCCC3)nc1C
60: O=C(O)CN1CCN(Cc2ccccc2)C1=O
61: COc1cc2ccc(=O)oc2c(O)c1O
62: CCOC(=O)C(NC(=O)CC(C)C)(Nc1cc(C)on1)C(F)(F)F (stereo unspecified)
63: O=C(NCC(c1cccs1)S(=O)(=O)c1cccs1)c1ccccc1 (stereo unspecified)
compound no. | 51 | 52 | 53 | 54 | 55 | 56 | 57 | 58 | 59 | 60 | 61 | 62 | 63
p53ts 39C kill | -20.4% | 20µM* | -6.1% | 2.1% | -4.9% | -19.8% | 13.1% | -11.8% | 12.2% | -10.2% | 2.2%&-3.2% | 1.1% | -17.4%
Peg3 imprint | -7.0%[10.9 µM] | 13.4%[10.9 µM] | -18.1% | -11.5% | x | 5.6%[10.9 µM] | x | -7.7%[10.9 µM] | -34.5%[inhibitor] | 6.6% | -16.8%&-16.0% | 3.1% | 9.3%[10.9 µM]
p53ts 32C kill | -0.1% | 23.5% | -2.7% | 16.3% | -8.6% | 6.0% | -9.9% | 10.4% | -10.1% | -6.8% | -10.6%&-14.1% | 10.2% | -5.9%
IkB signaling | u | 3.0% | 0.9% | 0.7% | x | u | x | 0.1% | 11.0% | -2.1% | 2.6%[11.4 µM] | 0.7% | 2.5%
